Assay outcomes from PubChem.
RAD52 anneal inh: RAD52 DNA annealing inhibitors, primary screen, biochemical, FRET, single point, set 2 | AID 651710, 2012 | recombinant RAD52 DNA annealing, FRET fluorescence | inhibition, % at 18.7 µM | 360,000 tested, 0.46% active;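 active means every replicate showing at least 50% inhibition; inconclusive means mean inhibition at least 50% but not in every replicate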
Target sequence (P43351 whole entry, looked up): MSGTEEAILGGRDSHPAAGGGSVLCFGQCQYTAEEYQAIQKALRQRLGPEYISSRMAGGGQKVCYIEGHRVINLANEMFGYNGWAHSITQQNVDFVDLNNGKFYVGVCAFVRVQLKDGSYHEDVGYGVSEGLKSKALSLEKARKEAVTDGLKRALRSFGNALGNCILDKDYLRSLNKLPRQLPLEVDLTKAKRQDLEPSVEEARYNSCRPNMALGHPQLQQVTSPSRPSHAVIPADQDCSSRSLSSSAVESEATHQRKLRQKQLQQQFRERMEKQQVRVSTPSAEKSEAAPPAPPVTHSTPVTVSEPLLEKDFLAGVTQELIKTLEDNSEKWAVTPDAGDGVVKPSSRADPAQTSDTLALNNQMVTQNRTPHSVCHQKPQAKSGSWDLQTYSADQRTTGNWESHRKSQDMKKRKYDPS
CFTR F508del cor: F508del CFTR correction, initial screen, CFBE line, single point. CFBE cells, YFP halide quenching; stimulated with forskolin plus potentiator P3; % fluorescence drop versus neutral controls. activity (quench increase), % at 7.58 µM. 350,000 tested, 0.36% active. AID 720511, 2013;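 active means mean added fluorescence quench of at least 8% versus neutral control, with both replicates also reaching 8%; inconclusive means only one of the mean or replicate conditions met; inactive means mean below 8% and not both replicates reaching 8%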;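 further: cells transiently co-express mutant CFTR-F508del with the halide-sensitive YFP; corrector assay measuring rescue of mutant channel to the surface after 24 h compound exposure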
ERAP1 inh: human ERAP1 aminopeptidase inhibitors, primary screen, biochemical, single point, plate reader; Endoplasmic reticulum aminopeptidase 1 (Homo sapiens), Q9NZ08; recombinant ERAP1, Leu-AMC fluorescence, 60 min; inhibition, % at 10.7 µM; 340,000 tested, 0.15% active; AID 652197, 2013;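 active means mean replicate inhibition of at least 30%, or all replicates individually reaching that 30% level; inactive means mean below 30% and not every replicate reaching it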;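 further: 0% = neutral control wells and 100% = L-leucinethiol positive control wells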
esBAF inh: Bmi1 luciferase reporter increase in mESCs, primary screen, esBAF inhibitor project, mouse ES cells, Bmi1 luciferase knock-in, single point; AID 602393, 2012; 24 h; 100% = twice the neutral-well signal; 350,000 tested, 2% active; reporter increase, % at 12.5 µM; in the data active means activation above about 40%; inconclusive means no clear call, values can overlap the other calls;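 further: 0% = median of the plate's neutral control wells and 100% = double that signal; a rise in the Bmi1 reporter signal indicates esBAF inhibition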
ARNT-TACC3 inh: disruptors of ARNT/TACC3 protein interaction, primary screen, biochemical, AlphaScreen, single concentration. Transforming acidic coiled-coil-containing protein 3 (Homo sapiens), Q9Y6A5. AlphaScreen His-ARNT PAS-B/GST-TACC3 binding, luminescence; TACC3 fragment carries E629A point mutation. inhibition, % at 9.99 µM. 390,000 tested, 0.66% active. AID 623870, 2012;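 active means mean inhibition of replicates at least 50% and at least half of replicates each reaching 50%; inconclusive means half or more replicates reach 50% but mean below 50%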;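 further: 0% = complete ARNT plus TACC3 wells and 100% = ARNT alone without TACC3; many hits fall short of the cut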
INS-1E GSIS act: GLuc luminescence reporter in INS-1E cells, primary screen for activators of glucose-dependent secretion of insulin; INS-1E GLuc reporter insulin secretion, 2-3 h; 370,000 tested, 0.61% active; activation, % at 16.6 µM;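 active means lowest replicate activation of at least 40%, so every replicate reaches that level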;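 further: 0% = median of neutral control wells and 100% = median of IBMX positive control wells; some compounds called inactive have numbers as strong as hits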
Xi reactivation: activators of inactive X chromosome reactivation, primary screen, imaging, XiGFP fibroblasts, GFP high-content imaging, set 2; XiGFP mouse fibroblasts, % GFP-positive cells imaging, 3 d; cells co-treated with 5-aza-dC sensitizer; scaled so ellipticine positive control = 100%; activation, % at 7.58 µM; 360,000 tested, 0.055% active;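 active means mean normalized replicate activation at least 10% and every replicate at or above 10%; inconclusive means only one of the two criteria met; inactive means mean below 10% and not all replicates reach 10%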;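 further: 0% = median of on-plate neutral control wells and 100% = ellipticine 6 µM median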
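System: SV40-immortalized XiGFP fibroblast cells, line 68-5-11 / Incubation: 3-day compound exposure, then 15 min fixation at room temperature / Compound: single concentration per compound, delivered by pin transfer / Buffer or medium: DMEM plus 5-aza-dC sensitizer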
RAD54 branch: inhibitors of human RAD54 branch migration, primary screen, biochemical, fluorescence, single point | 360,000 tested, 0.14% active | AID 602329, 2012 | DNA repair and recombination protein RAD54-like (Homo sapiens), Q92698 | RAD54 Holliday junction branch migration, FAM/BHQ fluorescence | inhibition, % at 10.4 µM;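 active means mean normalized replicate activity at least 40 and at least half of replicates scoring 40 or more; inconclusive means only one of the two criteria met; inactive means mean below 40 and under half of replicates reaching 40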;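 further: 0% = median of neutral control wells and 100% = median of positive control wells; inhibitors cause a drop in the FAM fluorescence signal; in these data hits start at about 50%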
The depositor's hits bear a star; & = joins results of further samples; ! = not confirmed by another sample. Not a hit list; 3.3% or so of the library scored in one or more.

How did COc1ccc(S(=O)(=O)Nc2ccc3c(c2)C(=O)N([C@@H](C)CO)C[C@@H](C)[C@@H](CN(C)S(=O)(=O)c2cn(C)cn2)OCCCC[C@H](C)O3)cc1 do in these assays?
RAD52 anneal inh: -2.0; CFTR F508del cor: 2.7; ERAP1 inh: 0.4; esBAF inh: -4.6; ARNT-TACC3 inh: 2.0; INS-1E GSIS act: 1.3; Xi reactivation: 0.7; RAD54 branch: 7.3

What do the screens show for `CN(Cc1cc(-c2ccccc2)on1)C(=O)c1cc(COc2c(F)cccc2F)on1`?
RAD52 anneal inh: -18.1; CFTR F508del cor: -2.3; ERAP1 inh: -0.8; esBAF inh: 54.1*; ARNT-TACC3 inh: -3.3; INS-1E GSIS act: 4.3; Xi reactivation: -0.1; RAD54 branch: 7.6

How did COCC(=O)N(C)C[C@H]1Oc2cc(C3=CCCCC3)ccc2S(=O)(=O)N([C@@H](C)CO)C[C@H]1C do in these assays?
RAD52 anneal inh: -7.9; CFTR F508del cor: -1.4; ERAP1 inh: 3.6; esBAF inh: 3.3; ARNT-TACC3 inh: -3.2; INS-1E GSIS act: -8.6; Xi reactivation: -0.8; RAD54 branch: -2.8

Results for CC(C)(C)NC(=O)CN(Cc1cccs1)C(=O)CNS(=O)(=O)c1ccc(F)cc1 ?
RAD52 anneal inh: -7.2; CFTR F508del cor: -0.5; ERAP1 inh: 0.6; ARNT-TACC3 inh: -31.0; INS-1E GSIS act: -0.4; Xi reactivation: 0.0

How did COCc1cc(=O)n2c(-c3ccc(C)cc3)n[nH]c2n1 do in these assays?
RAD52 anneal inh: -16.2; CFTR F508del cor: -8.0; esBAF inh: 15.8; INS-1E GSIS act: 8.6; Xi reactivation: 0.3; RAD54 branch: 0.9

How did COc1ccc(OC)c(NC(=O)Nc2ccc3c(c2)OCO3)c1 do in these assays?
RAD52 anneal inh: -16.9; CFTR F508del cor: -0.9; ERAP1 inh: 4.1; esBAF inh: 11.9; ARNT-TACC3 inh: 8.5; INS-1E GSIS act: -19.1; Xi reactivation: 0.0; RAD54 branch: -4.7

How did Cc1ccc2c(c1)nnn2C1CCN(S(=O)(=O)c2ccc(C(=O)N(C)C)cc2)CC1 do in these assays?
esBAF inh: -3.1; ARNT-TACC3 inh: -1.2; INS-1E GSIS act: 0.2; RAD54 branch: 14.9

Results for Cc1ccc(C)c(NC(=O)CN(C)C(=O)c2ccc(-n3cncn3)c([N+](=O)[O-])c2)c1 ?
RAD52 anneal inh: -9.3; CFTR F508del cor: 0.3; ERAP1 inh: 0.0; INS-1E GSIS act: 11.2; Xi reactivation: 0.2

What do the screens show for `Cc1ccc(S(=O)(=O)N2CCOC23CCN(C(=O)c2ccccc2Br)CC3)cc1`?
RAD52 anneal inh: -3.6; CFTR F508del cor: -0.3; ERAP1 inh: 0.0; esBAF inh: -1.8; ARNT-TACC3 inh: 4.8; INS-1E GSIS act: -8.9; Xi reactivation: 0.1; RAD54 branch: -6.1

Results for O=C(CN1CCSC1=O)N1CCN(S(=O)(=O)c2ccccc2)CC1 ?
RAD52 anneal inh: -9.2; CFTR F508del cor: -1.6; ERAP1 inh: 1.1; esBAF inh: -3.9; INS-1E GSIS act: 27.6; Xi reactivation: 0.0; RAD54 branch: 3.2

Results for O=C(Nc1ccc(Br)cn1)c1cccc2ccccc12 ?
RAD52 anneal inh: -4.9; CFTR F508del cor: 14.2*; ERAP1 inh: -7.2; ARNT-TACC3 inh: -6.5; INS-1E GSIS act: -2.5; Xi reactivation: 0.6; RAD54 branch: 4.2

How did CC1CCCCN1C(=O)Cn1cc(C=O)c2ccccc21 (centres undefined) do in these assays?
RAD52 anneal inh: -9.8; ERAP1 inh: 4.8; ARNT-TACC3 inh: -23.3; INS-1E GSIS act: 6.1; Xi reactivation: -0.1

What do the screens show for `C[C@H](CO)N1C[C@H](C)[C@@H](CN(C)C(=O)Nc2ccccc2)Oc2ccc(NC(=O)c3ccncc3)cc2C1=O`?
RAD52 anneal inh: -5.8&0.3; CFTR F508del cor: 2.5&0.2; ERAP1 inh: 64.7*!; esBAF inh: -3.2&-4.9; ARNT-TACC3 inh: 8.7&15.7; INS-1E GSIS act: 12.9; Xi reactivation: -0.4&0.0; RAD54 branch: -8.7&4.0

Results for CC(=O)Nc1ccc(S(=O)(=O)CCC(=O)O)cc1 ?
RAD52 anneal inh: 10.3; CFTR F508del cor: 1.0; ERAP1 inh: 5.0; esBAF inh: -8.9; ARNT-TACC3 inh: -1.9; INS-1E GSIS act: -1.1; RAD54 branch: -0.1

What do the screens show for `CO[C@H]1CN(C)C(=O)c2ccc(NS(=O)(=O)c3cn(C)cn3)cc2OC[C@H](C)N(Cc2cccc(F)c2)C[C@@H]1C`?
RAD52 anneal inh: 1.8; CFTR F508del cor: 3.9; ERAP1 inh: 3.1; INS-1E GSIS act: -9.6; Xi reactivation: 0.0

Results for Cc1ccccc1C1c2[nH]c3ccccc3c2CCN1Cc1cccn1-c1ncccn1 (centres undefined) ?
RAD52 anneal inh: -21.0; CFTR F508del cor: -0.1; ERAP1 inh: 1.0; esBAF inh: 4.3; ARNT-TACC3 inh: 8.2; INS-1E GSIS act: -11.1; Xi reactivation: inconclusive; RAD54 branch: -6.6

Results for COc1ccc(Cc2nnc(NCCO)[nH]c2=O)cc1OC ?
RAD52 anneal inh: -3.8; CFTR F508del cor: 1.5; ERAP1 inh: 1.8; esBAF inh: -10.0; ARNT-TACC3 inh: 7.1; INS-1E GSIS act: -4.7; Xi reactivation: 0.0; RAD54 branch: -2.9

How did CC1C(=O)Nc2ccc(S(=O)(=O)N3CCc4ccccc4C3)cc2NC1=O (centres undefined) do in these assays?
RAD52 anneal inh: -6.1; CFTR F508del cor: -0.6; ERAP1 inh: -0.1; esBAF inh: 1.0; ARNT-TACC3 inh: -16.9; INS-1E GSIS act: -1.0; Xi reactivation: 0.2; RAD54 branch: -9.5

Results for CC(C)(C)c1nc2ccc([N+](=O)[O-])cc2[nH]1 ?
RAD52 anneal inh: -15.2; CFTR F508del cor: 0.4; ERAP1 inh: 0.6; esBAF inh: -0.3; ARNT-TACC3 inh: -2.3; INS-1E GSIS act: 7.3; Xi reactivation: 0.5; RAD54 branch: -4.7

How did O=C(Nc1ccc(N2CCN(C(=O)C3CC3)CC2)cc1)c1cccs1 do in these assays?
RAD52 anneal inh: -9.1; ERAP1 inh: 0.1; INS-1E GSIS act: -4.4; Xi reactivation: 0.0

How did N#C[C@@H]1[C@@H](c2ccccc2-c2ccccc2)[C@H](CO)N1C(=O)NC1CCCC1 do in these assays?
RAD52 anneal inh: -5.5; CFTR F508del cor: 0.2; ERAP1 inh: 1.0; INS-1E GSIS act: -11.4; Xi reactivation: 0.1

How did O=C(Nc1cc(C(F)(F)F)ccc1N1CCOCC1)C1=NN(c2ccccc2)C(=O)CC1 do in these assays?
RAD52 anneal inh: -10.4; CFTR F508del cor: 0.8; ERAP1 inh: -3.4; esBAF inh: -0.2; ARNT-TACC3 inh: 3.6; INS-1E GSIS act: -13.2; Xi reactivation: 0.0; RAD54 branch: -5.9

How did O=C(NC1CC1)c1cccc2c1C(=O)c1ccc(N3CCC(N4CCCCC4)CC3)cc1S2(=O)=O do in these assays?
RAD52 anneal inh: -265.1; CFTR F508del cor: 1.8; ERAP1 inh: 1.9; esBAF inh: -3.1; INS-1E GSIS act: 1.0; Xi reactivation: -0.1; RAD54 branch: -35.1

What do the screens show for `O=C(NCC[C@H]1CC[C@@H](NC(=O)C2CC2)[C@H](CO)O1)c1ccc(F)cc1`?
RAD52 anneal inh: 14.6; CFTR F508del cor: -1.3; ERAP1 inh: 0.2; esBAF inh: 0.5; ARNT-TACC3 inh: 4.6; INS-1E GSIS act: -0.5; Xi reactivation: -0.3; RAD54 branch: -6.0

Results for CCn1c2ccccc2c2nnc(SCC(=O)c3c(N)n(C)c(=O)n(C)c3=O)nc21 ?
RAD52 anneal inh: -17.8; CFTR F508del cor: 5.3; ERAP1 inh: 1.5; ARNT-TACC3 inh: -2.8; INS-1E GSIS act: -10.7; Xi reactivation: 0.2

How did COCC(=O)N1[C@H](CO)[C@H]2c3ccccc3N(C(=O)NC(C)C)C[C@H]21 do in these assays?
RAD52 anneal inh: 6.5; CFTR F508del cor: -1.1; ERAP1 inh: 0.1; esBAF inh: 1.0; ARNT-TACC3 inh: -12.0; INS-1E GSIS act: 1.3; Xi reactivation: 0.3; RAD54 branch: -2.4

Results for COc1ccc(-c2nc(-c3ccccn3)nc(N3CCN(C)CC3)c2C#N)cc1 ?
RAD52 anneal inh: -10.1; CFTR F508del cor: -2.5; ERAP1 inh: -2.2; esBAF inh: -0.6; ARNT-TACC3 inh: 18.9; INS-1E GSIS act: 2.9; Xi reactivation: 0.0; RAD54 branch: 13.2

What do the screens show for `COC(=O)[C@]12CCCCC=C1N(Cc1cccc3ccccc13)C(=O)[C@H](CC(=O)NCCCN1CCCC1=O)C2`?
RAD52 anneal inh: -2.6; CFTR F508del cor: -1.4; ERAP1 inh: -0.6; INS-1E GSIS act: -27.8; Xi reactivation: 0.0

How did N#Cc1ccc(C2N=C(c3ccccc3)NO2)cc1 (centres undefined) do in these assays?
RAD52 anneal inh: -3.6; CFTR F508del cor: 0.5; ERAP1 inh: -1.2; esBAF inh: 65.2*; ARNT-TACC3 inh: -1.4; INS-1E GSIS act: 5.4; Xi reactivation: 0.0; RAD54 branch: 14.2

What do the screens show for `COc1ccc(N2C(=O)CCC(C(=O)N(C)CCc3ccccn3)C2c2ccc(OC)c(OC)c2)cc1` (centres undefined)?
RAD52 anneal inh: -25.4; CFTR F508del cor: -0.6; ERAP1 inh: -4.7; esBAF inh: -2.9; ARNT-TACC3 inh: -2.0; INS-1E GSIS act: -3.5; Xi reactivation: -0.1; RAD54 branch: 8.8

Results for CC1CCN(C(=O)c2ccc(NS(=O)(=O)c3cccc4cccnc34)cc2)CC1 ?
RAD52 anneal inh: -10.0; CFTR F508del cor: -2.6; esBAF inh: 0.3; ARNT-TACC3 inh: 7.2; INS-1E GSIS act: 6.3; Xi reactivation: 0.5; RAD54 branch: -2.5

Results for CCOc1ccccc1OCCCNCc1ccco1 ?
RAD52 anneal inh: -0.8; CFTR F508del cor: 0.6; ERAP1 inh: -3.2; ARNT-TACC3 inh: 6.3; INS-1E GSIS act: -22.6; Xi reactivation: 0.0

How did COc1ccc(S(=O)(=O)N(C)C[C@@H]2Oc3c(NC(=O)C4CCOCC4)cccc3C(=O)N([C@@H](C)CO)C[C@H]2C)cc1 do in these assays?
RAD52 anneal inh: -0.7; CFTR F508del cor: -0.9; ERAP1 inh: -1.0; esBAF inh: -2.1; ARNT-TACC3 inh: -0.8; INS-1E GSIS act: 3.2; Xi reactivation: -0.6; RAD54 branch: 10.5

Results for CN(Cc1ccccc1)C(=O)c1cccc(NC(=O)Cc2cccc(NC(=O)C3CCN(C(=O)CCc4ccccc4)CC3)c2)c1 ?
RAD52 anneal inh: -23.6; CFTR F508del cor: 0.5; ERAP1 inh: -0.7; INS-1E GSIS act: -3.5; Xi reactivation: 0.6
